LYPLA2 inh – LYPLA2 inhibitors, primary screen, counter-screen for PME1 inhibitor project, biochemical, fluorescence polarization, FP-Rh probe ABPP; 320,000 compounds, 0.38% hits; inhibition, % at 5.9 µM; recombinant LYPLA2; Acyl-protein thioesterase 2 (Homo sapiens), O95372; AID 2177, 2009;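 active = inhibition above the screen-wide mean plus 3 SD, limit set per campaign, cut at about 26% in these data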;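 note: 0% = LYPLA2 with DMSO and 100% = wells lacking LYPLA2 enzyme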
PAFAH1B3 FP inh – PAFAH1B3 enzyme inhibitors, primary screen, biochemical, fluorescence polarization, human; Platelet-activating factor acetylhydrolase IB subunit alpha1 (Homo sapiens), Q15102; inhibition, % at 3.39 µM; recombinant PAFAH1B3, FP-rhodamine probe; 340,000 compounds, 0.28% hits;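 active = inhibition above the screen-wide average of all tested compounds plus 3 SD, cut at about 25% in these data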;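 note: 0% = enzyme with DMSO only and 100% = wells lacking PAFAH1B3 protein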
Target sequence (Q15102 whole entry, looked up): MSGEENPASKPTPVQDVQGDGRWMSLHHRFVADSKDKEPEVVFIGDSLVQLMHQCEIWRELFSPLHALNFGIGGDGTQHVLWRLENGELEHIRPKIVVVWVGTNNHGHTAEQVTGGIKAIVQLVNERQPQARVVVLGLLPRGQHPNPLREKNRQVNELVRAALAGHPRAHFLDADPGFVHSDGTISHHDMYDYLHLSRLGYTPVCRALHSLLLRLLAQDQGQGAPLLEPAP
PAFAH1B2 inh – PAFAH1B2 enzyme inhibitors, primary screen, biochemical, fluorescence polarization, human. 340,000 compounds, 1.2% hits. recombinant PAFAH1B2, FP-rhodamine activity probe. inhibition, % at 3.39 µM;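 active = inhibition above the mean of all tested compounds plus 3 SD, cut at about 24% in these data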;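 note: 0% = enzyme with DMSO and 100% = wells lacking PAFAH1B2; many of its hits are not listed in these tables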
PME-1 inh – PME-1 inhibitors via competitive probe labeling, primary screen, biochemical, fluorescence polarization, FP-Rh probe, HTS | Protein phosphatase methylesterase 1 (Homo sapiens), Q9Y570 | recombinant PME-1 | inhibition, % at 5.9 µM | 320,000 compounds, 0.53% hits;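 active = inhibition above the campaign mean of all compounds plus 3 SD, cut at about 26% in these data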;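 note: competitive labeling of PME-1 active site by serine hydrolase directed probe; 0% = PME-1 with DMSO and 100% = wells lacking PME-1 enzyme; inhibitors block probe labeling so polarization falls and inhibition rises; many of its hits are not listed in these tables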
PAFAH2 FP inh – PAFAH2 enzyme inhibitors, primary screen, biochemical, fluorescence polarization, human; recombinant PAFAH2, FP-rhodamine activity probe; inhibition, % at 3.39 µM; Platelet-activating factor acetylhydrolase 2, cytoplasmic (Homo sapiens), Q99487; AID 492956, 2010; 340,000 compounds, 0.99% hits;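 active = inhibition above the mean over all tested compounds plus 3 SD, cut at about 30% in these data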;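 note: inhibitors block probe labeling of enzyme so polarization drops; 0% = enzyme with DMSO and 100% = wells lacking PAFAH2 protein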
pPAFAH FP inh – pPAFAH enzyme inhibitors, primary screen, biochemical, fluorescence polarization, human. Platelet-activating factor acetylhydrolase (Homo sapiens), Q13093. recombinant pPAFAH, FP-rhodamine probe fluorescence polarization. inhibition, % at 3.39 µM. 330,000 compounds, 1.5% hits. AID 463082, 2010;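 active = inhibition above the mean inhibition across the screen plus 3 SD, cut at about 25% in these data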;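 note: inhibitors block binding of the rhodamine activity-based probe so polarization drops; 0% = enzyme with DMSO and 100% = wells lacking pPAFAH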
Target sequence (Q13093 whole entry, looked up): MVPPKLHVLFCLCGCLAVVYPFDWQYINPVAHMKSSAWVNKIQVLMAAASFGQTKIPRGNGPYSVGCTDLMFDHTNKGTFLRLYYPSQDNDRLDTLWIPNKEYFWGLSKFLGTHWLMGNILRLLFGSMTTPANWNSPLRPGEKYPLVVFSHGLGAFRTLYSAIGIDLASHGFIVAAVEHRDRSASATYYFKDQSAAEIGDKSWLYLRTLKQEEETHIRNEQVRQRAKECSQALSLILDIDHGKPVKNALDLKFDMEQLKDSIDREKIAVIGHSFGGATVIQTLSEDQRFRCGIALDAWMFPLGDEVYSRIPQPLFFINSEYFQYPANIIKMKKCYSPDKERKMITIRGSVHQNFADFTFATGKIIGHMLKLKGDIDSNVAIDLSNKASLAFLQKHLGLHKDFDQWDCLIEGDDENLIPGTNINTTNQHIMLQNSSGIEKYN
GSTO1 inh – inhibitors of recombinant GSTO1, primary screen, counter-screen for RBBP9 inhibitor project, biochemical, fluorescence polarization | Glutathione S-transferase omega-1 (Homo sapiens), P78417 | activity-based probe fluorescence polarization | inhibition, % at 5.96 µM | 300,000 compounds, 1.1% hits | AID 1974, 2009;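 active = inhibition above the campaign mean inhibition plus 3 SD, cut at about 35% in these data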;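 note: 0% = GSTO1-1 with DMSO and 100% = wells lacking GSTO1-1 enzyme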
Target sequence (P78417 whole entry, looked up): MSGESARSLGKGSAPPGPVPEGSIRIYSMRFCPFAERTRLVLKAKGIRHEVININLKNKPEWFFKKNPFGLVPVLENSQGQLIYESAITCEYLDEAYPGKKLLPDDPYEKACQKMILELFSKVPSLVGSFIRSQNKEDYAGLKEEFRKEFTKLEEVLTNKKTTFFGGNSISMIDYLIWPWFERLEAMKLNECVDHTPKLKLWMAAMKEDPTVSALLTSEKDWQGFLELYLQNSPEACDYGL
PAD4 FP inh – human PAD4 inhibitors, primary screen, biochemical, fluorescence polarization, 1536-well format | Protein-arginine deiminase type-4 (Homo sapiens), Q9UM07 | recombinant PAD4, RCA probe fluorescence polarization | inhibition, % at 6.36 µM | 330,000 compounds, 0.41% hits | AID 485272, 2010;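 active = percent inhibition above a cutoff equal to the mean of all tested compounds plus 3 SD, cut at about 15% in these data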;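 note: 0% = PAD4 with RCA probe and DMSO and 100% = probe without PAD4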
LYPLA1 counter – LYPLA1 inhibitors, primary screen, counter-screen for PME1 inhibitor project, biochemical, fluorescence polarization, FP-Rh probe ABPP; Acyl-protein thioesterase 1 (Homo sapiens), O75608; 320,000 compounds, 0.16% hits; recombinant LYPLA1; AID 2174, 2009; inhibition, % at 5.9 µM;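 active = inhibition above the mean of all tested compounds plus 3 SD, set per campaign, cut at about 14% in these data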;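 note: inhibitors block serine hydrolase probe labeling of LYPLA1 so polarization falls; 0% = enzyme with DMSO and 100% = wells lacking LYPLA1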
* = called active by the depositor; x = no result given.

| SMILES | LYPLA2 inh | PAFAH1B3 FP inh | PAFAH1B2 inh | PME-1 inh | PAFAH2 FP inh | pPAFAH FP inh | GSTO1 inh | PAD4 FP inh | LYPLA1 counter |
| --- | --- | --- | --- | --- | --- | --- | --- | --- | --- |
| c1coc(-c2nc3nc4ccccc4n3nc2-c2ccco2)c1 | 0 | 41* | 13 | -9 | 46* | 22 | 47* | -5 | -4 |
| COc1ccc(S(=O)(=O)N2c3cc(Cl)ccc3Oc3nc4ccccc4nc32)cc1 | 3 | -1 | -2 | 8 | 1 | -2 | -6 | -4 | 1 |
| O=C(CCC1CCCN(C(=O)c2cccs2)C1)N1CCN(c2ccccn2)CC1 (stereo not given) | 0 | 7 | 2 | -7 | 2 | 9 | 3 | 0 | 3 |
| COc1ccc(CNC(=O)Cn2nc(C(F)(F)F)c3c2CCC3)cc1 | -1 | 3 | 2 | -11 | 8 | -2 | 3 | -5 | 1 |
| COc1ccc(OC)c(-c2csc(NC(=O)CSCc3c(C)noc3C)n2)c1 | -3 | 3 | -6 | 0 | -7 | 5 | 13 | -5 | -7 |
| CN1/C(=C\C(=O)c2oc3ccccc3c2N)C(C)(C)c2ccccc21 | -1 | -1 | -2 | -4 | -4 | 5 | -7 | -3 | -1 |
| O=C(CN1CCN(S(=O)(=O)N2CCCCCC2)CC1)Nc1cc(Cl)ccc1Cl | -1 | 6 | 3 | -7 | 2 | 10 | 0 | -1 | 0 |
| CCCCC/C=C/C1=CC(=O)C[C@H](c2ccc(OC)c(OC)c2)C1 | 11 | -1 | -10 | 1 | -4 | 5 | x | 7 | 0 |
| O=C(C1CCCN(S(=O)(=O)c2ccc(Br)cc2)C1)N1CCOCC1 (stereo not given) | -1 | -2 | 6 | -4 | 0 | 2 | 6 | -1 | -5 |
| CCOc1cc(S(=O)(=O)NCc2ccccc2)ccc1Br | -2 | 5 | 2 | 3 | 0 | 5 | 3 | -2 | -2 |
| Cc1cccc(OCC(=O)Nc2ccc(C(=O)NCC(C)C)cc2)c1 | 4 | 6 | 0 | -5 | 5 | -1 | 1 | -4 | -3 |
| Cc1cccc(NC(=O)c2cc(-c3cccnc3)nc3c(C)cccc23)n1 | 4 | 1 | 0 | -4 | 7 | -2 | -7 | 1 | 2 |
| O=C(CCNS(=O)(=O)c1cccc2nsnc12)NCc1ccco1 | -4 | 6 | 2 | -4 | 14 | -1 | 4 | 1 | 2 |
| N#Cc1ccsc1NC(=O)COC(=O)C1=NNC(=O)CC1 | 3 | 14 | 6 | 10 | 9 | 12 | x | -9 | -2 |
| CCOC(=O)c1c(NC(=O)CCc2ccc(CC)o2)sc(C)c1C | -2 | -1 | 3 | 0 | 0 | 4 | 6 | 2 | -1 |
| Cc1nn(Cc2ccccc2)c(N)c1-c1ccccc1 | 0 | 2 | 2 | 12 | -7 | 5 | -4 | 3 | 0 |
| CSc1ccc(S(=O)(=O)N2CCC(C(=O)N3CCc4ccccc4C3)CC2)cc1 | 5 | 3 | -2 | 5 | -6 | -10 | 6 | 4 | -1 |
| Cc1ccc(C)n1-n1c(C)nc2sc3c(c2c1=O)CCCCC3 | 1 | 5 | 3 | -2 | -5 | 0 | -4 | 4 | -3 |
| CC(=O)OCCn1c(=O)c2cc3c(=O)n(CCOC(C)=O)c(=O)c3cc2c1=O | -3 | 8 | 2 | 1 | 8 | 7 | 5 | -1 | -1 |
| O=[N+]([O-])c1ccc(S(=O)(=O)Nc2ccc3c(c2)OCCO3)cc1 | 10 | -2 | 2 | -18 | -1 | -3 | 8 | 1 | 1 |
| CCOc1ccccc1CNc1ncnc2ccc(-c3c(C)noc3C)cc12 | 4 | 4 | -1 | 8 | -7 | 6 | x | 1 | 0 |
| CCOC(=O)C1=C(CC)Nc2ccccc2N=C1NC(=O)Cn1cnc2ccccc2c1=O | 1 | 8 | 0 | -8 | 2 | 5 | -2 | 3 | 1 |
| Cc1ccc(S(=O)(=O)Cn2nnnc2C(C(C)C)N2CCc3ccccc3C2)cc1 (stereo not given) | 6 | 3 | 8 | 6 | 4 | -2 | -2 | -17 | 2 |
| O=C(NC(Cc1c[nH]c2ccccc12)c1nnc2n1CCCCC2)c1ccc(Cl)cc1 (stereo not given) | -3 | 11 | -1 | -8 | 7 | -5 | 15 | -16 | -6 |
| CCOc1ccc(/C(O)=C2/C(=O)C(=O)N(CCN(C)C)C2c2ccccc2)cc1Cl (stereo not given) | 2 | 11 | 1 | -2 | -15 | 8 | 0 | 4 | -2 |
| Cc1nn(C)c(C)c1S(=O)(=O)N1CCC(C(=O)NC2CCCCCC2)CC1 | -3 | 5 | 2 | -2 | -3 | 10 | 2 | -1 | -2 |
| Cc1ccc(NC(=O)COC(=O)Cc2cccs2)c(Br)c1 | 5 | 8 | 4 | 8 | 3 | 23 | -1 | -2 | 0 |
| CCOc1ccccc1NC(=O)NCCC1=CCCCC1 | 7 | -1 | -4 | 3 | 4 | 0 | -1 | 2 | 3 |
| O=C(O)c1ccccc1C(=O)N(c1ccccc1)c1ccccc1 | 8 | 12 | 5 | 6 | -1 | -1 | -2 | 3 | 4 |
| COC(=O)[C@@H](NC(=O)NCCC1=CCCCC1)C(C)C | 2 | 4 | 8 | 1 | -5 | 4 | -7 | -3 | -2 |

3 structures from above, ordered by SMILES length, largest number first.
| SMILES | LYPLA2 inh | PAFAH1B3 FP inh | PAFAH1B2 inh | PME-1 inh | PAFAH2 FP inh | pPAFAH FP inh | GSTO1 inh | PAD4 FP inh | LYPLA1 counter |
| --- | --- | --- | --- | --- | --- | --- | --- | --- | --- |
| COc1ccc(S(=O)(=O)N2c3cc(Cl)ccc3Oc3nc4ccccc4nc32)cc1 | 3 | -1 | -2 | 8 | 1 | -2 | -6 | -4 | 1 |
| O=C(C1CCCN(S(=O)(=O)c2ccc(Br)cc2)C1)N1CCOCC1 (stereo not given) | -1 | -2 | 6 | -4 | 0 | 2 | 6 | -1 | -5 |
| Cc1ccc(NC(=O)COC(=O)Cc2cccs2)c(Br)c1 | 5 | 8 | 4 | 8 | 3 | 23 | -1 | -2 | 0 |

Shown as a hit in PAFAH2 FP inh (from the list above):
Compound,PAFAH1B3 FP inh,PAFAH1B2 inh,PME-1 inh,PAFAH2 FP inh,pPAFAH FP inh,PAD4 FP inh
c1coc(-c2nc3nc4ccccc4n3nc2-c2ccco2)c1,41*,13,-9,46*,22,-5

Carrying on.
| Molecule | LYPLA2 inh | PAFAH1B3 FP inh | PAFAH1B2 inh | PME-1 inh | PAFAH2 FP inh | pPAFAH FP inh | GSTO1 inh | PAD4 FP inh | LYPLA1 counter |
| --- | --- | --- | --- | --- | --- | --- | --- | --- | --- |
| Cc1c(C(=O)/C=C/N(C)C)nnn1-c1ccc(F)c(Cl)c1 | -3 | x | x | 2 | x | 4 | 5 | -2 | -2 |
| Cc1cc(-c2ccccc2)nc(N2CCC(C(=O)NC34CC5CC(CC(C5)C3)C4)CC2)n1 | 5 | -1 | -2 | 3 | 0 | 3 | 3 | 3 | 0 |
| CC(CNC(=O)c1ccc(Br)o1)NC(=O)c1ccc(Br)o1 (stereo not given) | 3 | 0 | 5 | 3 | 5 | -1 | -5 | 4 | 2 |
| COCCN1C=C(C(=O)OC)C(c2cc3c(cc2Br)OCO3)C(C(=O)OC)=C1 | 1 | x | x | 1 | x | 3 | 3 | -2 | -1 |
| COc1ccc(C2CC(C(C)(C)C)=NN2c2ccc(S(N)(=O)=O)cc2)cc1 (stereo not given) | x | 7 | 1 | x | 2 | 3 | x | 4 | x |
| CC(Oc1ccc(Cl)cc1Cl)C(=O)Nc1ccc(O)cc1 (stereo not given) | -4 | 0 | 5 | 2 | 4 | 2 | 3 | -2 | -3 |
| CCOC(=O)c1sc2nc(SCC(=O)NCc3ccco3)n(Cc3ccccc3)c(=O)c2c1C | 0 | 12 | 9 | 5 | -10 | -2 | 1 | -2 | -1 |
| Cn1nccc1C(=O)Nc1cc(Cl)ccc1Cl | 5 | x | x | 3 | x | 4 | 5 | -1 | -3 |
| COC(=O)C1=C(C)N(Cc2ccco2)C(=O)/C1=C\c1ccc(N(C)C)cc1 | -7 | -94 | -49 | -7 | -98 | -2 | -23 | 0 | -12 |
| COc1ccc(C2CC3(CC(C)(C)NC(SC)=N3)Oc3cc(O)cc(C)c32)cc1 (stereo not given) | 1 | 8 | 0 | -1 | 12 | 0 | 2 | 0 | 0 |
| Cc1ccc(NC(=O)c2c(C)nc(Nc3nc4ccccc4o3)nc2C)cc1 | 5 | 2 | -1 | -1 | -2 | 0 | -14 | -7 | 0 |
| CCC(C)C(NC(=O)C1CCC(C)CC1)C(=O)Nc1ccc(OC)cc1 (stereo not given) | -7 | 5 | 3 | -2 | 7 | -3 | -2 | -2 | -1 |
| CC1CN(C2=CC(=O)CCC2)CC(C)O1 (stereo not given) | 2 | 3 | 5 | -1 | 3 | 3 | 2 | 0 | -1 |
| Cc1ccc(NCC(=O)Nc2ccc(Br)cc2)cc1F | -5 | 4 | 4 | 4 | -4 | -3 | 1 | -6 | -2 |
| Cc1ccc(OCC(=O)Nc2ccc(O)c(C(=O)O)c2)cc1C | 7 | -4 | 13 | -17 | 8 | 3 | -3 | -3 | 3 |
| CCCOc1ccc(N2C(=O)CC(NCc3cccnc3)C2=O)cc1 (stereo not given) | 9 | -1 | 2 | -4 | -4 | 8 | -3 | -2 | 1 |
| Cc1ccc(S(=O)(=O)N2CCN(S(C)(=O)=O)C2C)cc1 (stereo not given) | 5 | 5 | 0 | -4 | -1 | 3 | 5 | -1 | 5 |
| COc1ccccc1N1CCN(CC(=O)N(CC(C)C)c2c(N)n(CC(C)C)c(=O)[nH]c2=O)CC1 | 6 | 5 | 4 | 2 | 4 | 2 | 17 | 6 | 3 |
| COc1ccc(OC[C@@H](O)CNC(=O)c2cccc3c2C(=O)c2ccc(-c4ccc(F)cc4OCc4ccccc4)cc2S3(=O)=O)cc1 | x | -23 | -11 | x | -28 | 16 | x | 6 | x |
| O=C(N/N=C/c1cc(Cl)ccc1O)C(=O)Nc1ccccc1OC(F)(F)C(F)F | 0 | 21 | 7 | -6 | -11 | 10 | -6 | -3 | 1 |

Another view of two compounds above.
SMILES: COCCN1C=C(C(=O)OC)C(c2cc3c(cc2Br)OCO3)C(C(=O)OC)=C1
  LYPLA2 inh = 1 | PAFAH1B3 FP inh = x | PAFAH1B2 inh = x | PME-1 inh = 1 | PAFAH2 FP inh = x | pPAFAH FP inh = 3 | GSTO1 inh = 3 | PAD4 FP inh = -2 | LYPLA1 counter = -1
SMILES: COc1ccc(C2CC(C(C)(C)C)=NN2c2ccc(S(N)(=O)=O)cc2)cc1 (stereo not given)
  LYPLA2 inh = x | PAFAH1B3 FP inh = 7 | PAFAH1B2 inh = 1 | PME-1 inh = x | PAFAH2 FP inh = 2 | pPAFAH FP inh = 3 | GSTO1 inh = x | PAD4 FP inh = 4 | LYPLA1 counter = x

The list is partial; rates above refer to the full screens.
